Source: PubChem
Tn6 DDE FP – DD(E)-Tn6 binding inhibition, primary FP screen. 370,000 tested, 0.21% active. AID 720509. Fibrin DD(E) TRITC-Tn6 fluorescence polarization displacement. inhibition, % at 8.3 µM. P02675;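 active means inhibition above a per-campaign cutoff: mean of compounds within control limits plus 3 SD, cut at about 15% in these data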;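 further: 0% = median of all compound wells on the plate and 100% = blocking peptide control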
Target sequence (P02675 whole entry, looked up): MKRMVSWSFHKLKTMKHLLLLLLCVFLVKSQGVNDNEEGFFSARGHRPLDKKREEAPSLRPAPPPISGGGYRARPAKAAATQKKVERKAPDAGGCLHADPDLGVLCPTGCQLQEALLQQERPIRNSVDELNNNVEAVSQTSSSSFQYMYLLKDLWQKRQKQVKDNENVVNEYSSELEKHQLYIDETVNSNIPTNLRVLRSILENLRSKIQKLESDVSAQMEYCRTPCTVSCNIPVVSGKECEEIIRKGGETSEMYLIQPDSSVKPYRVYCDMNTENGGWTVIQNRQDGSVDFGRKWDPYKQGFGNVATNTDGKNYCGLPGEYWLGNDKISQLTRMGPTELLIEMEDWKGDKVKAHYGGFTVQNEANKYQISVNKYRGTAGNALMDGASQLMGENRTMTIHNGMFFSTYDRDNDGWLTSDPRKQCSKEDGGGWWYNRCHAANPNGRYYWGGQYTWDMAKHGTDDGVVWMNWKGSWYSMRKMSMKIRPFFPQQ
PLC-beta3 inh – PLC-beta3 (human) inhibition, primary screen | Q01970 | Purified PLC-beta3, fluorogenic substrate, fluorescence | inhibition, % at 12.2 µM | 370,000 tested, 0.18% active | AID 720704; in the data active means inhibition above about 11%;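 further: 0% = median of compound wells on plate and 100% = full blocker control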
Tn7 DDE FP – disrupts Tn7 cyclic peptide binding to fibrin D-Dimer-E complex; P02675; FP displacement of FITC-Tn7 peptide from fibrin DD(E); 0% = median of compound wells per plate; inhibition, % at 8.3 µM; 370,000 tested, 0.13% active;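 active means inhibition above the mean of compounds falling within the control limits plus 3 SD of them, cut at about 14% in these data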;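 further: 0% = plate median of compound wells and 100% = 10 µM Aha-Tn7 peptide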
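System: human fibrin DD(E); quantity: Fibrin-DD(E) at 2 µM final; also added: fluorescent Tn7 probe at 0.1 µM; compound dosing: single nominal test concentration of 8.3 µM per compound; schedule: 10 min preincubation, 3 h with tracer, room temperature; detection: fluorescence polarization of the labelled Tn7 tracer; repeats: one replicate per compound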
sPLA2-III inh – Blocks human group III sPLA2 activity; Q9NZ20; QFRET BODIPY PC-A2 liposome hydrolysis, fluorescence; inhibition, % at 12.2 µM; 370,000 tested, 0.56% active;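 active means inhibition above mean plus 3 SD of compounds lying within the high and low control bounds, cut at about 19% in these data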;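 further: 0% = median of test compound wells and 100% = no enzyme DMSO wells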
NR1D1 modulator – modulates human Rev-erb alpha binding to DNA. AID 1259318. P20393. Rev-erbα–FITC-DNA binding, fluorescence polarization, 90 min. 370,000 tested, 0.79% active. activity, % at 10 µM;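 active means activity above about 14%, limit read from the data; passing the limit was not always enough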;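 further: 0% = DMSO wells with 35 nM protein and 100% = DMSO wells with 750 nM protein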
ASAP1 GAP inh – blocks human ASAP1-stimulated Arf1 GTP hydrolysis; 360,000 tested, 0.19% active; AID 624377; GDP FP detection; inhibition, % at 16.5 µM; Q9ULH1; in the data active means inhibition above about 25%;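 further: 0% = vehicle with enzyme and substrate and 100% = no enzyme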
UHRF1 MBD2 ctr – blocks human UHRF1 binding to methylated DNA | inhibition, % at 4.4 µM | 370,000 tested, 0.75% active | UHRF1 binding to methylated oligo, TR-FRET; in the data active means inhibition above about 21%;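 further: UHRF1 SRA domain binding a hemimethylated CpG hairpin DNA probe; 0% = median of test compound wells and 100% = reference inhibitor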
PLCg1 inh – blocks human PLC-gamma1 enzyme activity; purified PLC-gamma1, fluorogenic substrate, fluorescence; AID 720700; 370,000 tested, 0.84% active; P19174; inhibition, % at 12.2 µM; in the data active means inhibition above about 9.5%
KLK7 zymogen act – activates the human kallikrein-7 zymogen; purified proKLK7, EDANS-DABCYL substrate fluorescence; 100% is mature enzyme control, 0% vehicle; activation, % at 7 µM; 370,000 tested, 0.9% active;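 active means activation above the mean of all tested compounds plus 3 SD, computed per campaign excluding outliers beyond control limits, cut at about 13% in these data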
Target sequence (P49862 whole entry, looked up): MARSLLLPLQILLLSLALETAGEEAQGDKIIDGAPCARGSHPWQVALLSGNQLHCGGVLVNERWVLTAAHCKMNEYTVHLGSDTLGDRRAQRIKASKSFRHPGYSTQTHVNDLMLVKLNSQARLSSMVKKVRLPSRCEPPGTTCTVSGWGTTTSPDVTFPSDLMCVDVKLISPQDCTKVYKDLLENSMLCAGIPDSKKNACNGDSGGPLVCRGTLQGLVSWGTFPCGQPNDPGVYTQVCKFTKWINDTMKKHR
ARFGAP1 inhibitor – rat ARFGAP1 inhibition; AID 651572; Arfgap1-stimulated ARF1 GTP hydrolysis, GDP FP detection; inhibition, % at 16.5 µM; 360,000 tested, 0.26% active;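 active means inhibition above a per-plate limit, mean inhibition of low control wells plus 3 SD, cut at about 25% in these data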;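 further: 0% = DMSO wells with enzyme and 100% = wells lacking Arfgap1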
Target sequence (Q62848 1-136 limits assumed): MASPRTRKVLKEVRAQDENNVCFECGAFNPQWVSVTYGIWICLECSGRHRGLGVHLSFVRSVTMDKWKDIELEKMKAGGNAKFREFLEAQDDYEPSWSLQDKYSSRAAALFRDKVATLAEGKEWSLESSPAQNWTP
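Material: rat Arfgap1 GAP domain (His6, aa 1-136), purified enzyme. Also added: human ARF1(Δ1-17)-GTP substrate. Compound dosing: 16.5 µM single point, 1.26% DMSO. Timing: enzyme reaction 120 min at 25 °C after 20 min preincubation. Signal: GDP detection by fluorescence polarization. Read-out basis: percent inhibition of GAP-stimulated GDP formation, scaled between DMSO and no-Arfgap1 medians.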
* marks the source's active call; other numbers are inactive results; x = not tested or not shown.

SMILES	Tn6 DDE FP	PLC-beta3 inh	Tn7 DDE FP	sPLA2-III inh	NR1D1 modulator	ASAP1 GAP inh	UHRF1 MBD2 ctr	PLCg1 inh	KLK7 zymogen act	ARFGAP1 inhibitor
Cc1nn(C(=O)c2c([N+](=O)[O-])cnn2C)c(C)c1Cl	0	0	12	2	-4	10	0	1	-0.4	-9
CCCOc1ccc(OCCOCCNCc2ccccc2)cc1	8	-3	-2	-13	6	1	-6	2	0.4	-2
C=CCOC(=O)C1=C(C)NC(=O)NC1c1cc(Cl)cc(Cl)c1OC (stereo not given)	10	-5	-4	7	7	10	1	2	-0.2	-10
CCOC(=O)C1=C(C)N=C2SC(C(=O)OC)=CC(=O)N2C1c1ccc(OC)cc1 (stereo not given)	1	-10	-1	-3	0	4	4	3	-0.3	-11
COc1ccc(C(C(=O)NC(C)(C)C)N(C(=O)CNC(=O)c2cccs2)c2ccc(C(C)C)cc2)cc1OC (stereo not given)	-2	4	9	-9	-7	-19	1	3	0.5	1
CC(=O)n1cc([C@H]2C=C(C(=O)NCc3ccccc3)O[C@@H](OCCCCO)C2)c2ccccc21	5	-31	-3	-5	-4	-10	-1	-23	-1.1	-1
CCCC12CN3CC(C)(CN(C1)C31CCCCC1)C2=O	4	-1	-1	0	-2	10	-2	0	0.5	3
CC(C)NS(=O)(=O)c1ccc(OCC(=O)Nc2cccc(F)c2)cc1	-7	2	-2	-4	-2	19	3	5	-0.6	20
Cc1[nH]c2ccccc2c1C(=O)C(=O)NC1CC(=O)N(c2ccc(F)cc2)C1 (stereo not given)	4	-7	3	3	-2	-7	6	6	-0.4	-8
NC(=O)COc1c(-c2ccccc2)oc2ccccc2c1=O	3	-38	-1	1	1	-6	-7	-36	0.3	-5
Cc1ccc2c(c1)C1CS(=O)(=O)N(CC(C)C)CN1C2 (stereo not given)	9	-7	-4	7	2	x	-2	-9	0.0	x
COc1ccc(NC(=O)Cn2nnc3sc4c(c3c2=O)CC(C)(C)OC4)cc1	1	1	-2	-4	0	-3	1	4	0.8	-4
O=C(c1ccc(F)cc1)N1CCN(c2ccc(N3CCOCC3)nn2)CC1	1	-397	3	1	5	-7	12	-264	2.5	-4
COC(=O)c1ccsc1NC(=O)c1ccco1	2	-35	8	7	0	-7	0	-18	0.2	3
Cc1c(C)n(Cc2ccccc2)c2ncnc(NN)c12	1	-26	6	2	3	-5	-6	-17	0.1	0
CCCN(CC(=O)Nc1ccccc1C)C(=O)c1ccc(COc2ccccc2)cc1	-2	-8	8	-11	1	2	1	-2	0.0	5
CCNc1ccc(S(N)(=O)=O)cc1[N+](=O)[O-]	-2	4	-5	-3	6	-6	-7	2	-0.5	-7
Cc1cccc(NC(=O)CN2C(=O)NC(C)(c3ccc4ccccc4c3)C2=O)n1 (stereo not given)	1	-7	-7	-22	4	1	0	2	-0.9	5
CCc1ccc(CN(C)Cc2nc(Cc3ccccc3)no2)nc1	-5	-9	-14	-4	-4	2	-2	0	0.6	-1
COc1ccc(NS(=O)(=O)c2cc(NC(=O)c3cccs3)ccc2N2CCCC2)cc1	-3	-53	-5	-12	0	12	-5	-30	-1.6	7
Cc1cccc(C)c1N1CCN(C(c2ccnc3ccccc23)c2nnnn2-c2ccc3c(c2)OCCO3)CC1 (stereo not given)	-1	-5	4	-5	5	4	-1	-1	-0.5	-1
NC(=O)c1ccc(NC(=O)CSC(=O)c2ccccc2)cc1	6	-9	2	-7	1	-8	-2	-6	-1.1	-3
COc1ccc(NS(=O)(=O)c2cc(C(=O)N3CCN(C/C=C/c4ccccc4)CC3)ccc2C)cc1	3	-4	0	-30	-2	14	0	-2	0.9	-4
O=C(c1c[nH]c(C(=O)C(Cl)(Cl)Cl)c1)c1c(F)cccc1F	-4	-2	-7	-18	4	11	-1	6	0.5	5
O=C(CN(Cc1ccccc1Cl)C(=O)c1csnn1)NCCc1ccccc1	-1	-1	5	-1	9	8	0	0	0.2	-6
Cc1ccc(F)c(NC(=O)CCc2ccccc2)c1	-1	6	0	4	-4	7	5	0	-0.2	10
CC(C)(C)NC(=O)NC(=O)CN1CCC(Cc2ccccc2)CC1	2	1	-5	-6	1	-6	38*	-2	0.0	3
CC(C)(C)SCCSC1=CC(=O)CC(c2ccccc2)C1 (stereo not given)	-8	6	-5	-2	6	-2	-5	4	0.5	-7
Nc1[nH]c(C(=O)c2ccccc2)c(-c2ccc(Cl)cc2)c1C(=O)NCc1ccco1	4	-6	1	-2	6	-5	-4	3	0.1	-9
COc1ccc(N2CC(C(=O)NCc3n[nH]c(=O)c4ccccc34)CC2=O)cc1 (stereo not given)	6	-5	0	-2	-8	-4	-1	0	0.3	2
CCOC(=O)c1ccc2nc(C)c(CCC(C)=O)c(Cl)c2c1	5	-3	0	-2	3	4	0	-1	0.6	-4
CC(NC(=O)CCl)c1ccc(Cl)c(Cl)c1 (stereo not given)	-3	2	2	-3	0	-10	-3	-3	-0.2	11
Cc1cc(C)c(NC(=O)CNC(=O)COC(=O)C2=COCCO2)c(C)c1	7	3	4	9	-1	4	0	-1	0.5	-10
Cc1cccc(OCC(=O)NNC(=O)C2CCCCC2C(=O)O)c1 (stereo not given)	-8	1	6	3	-8	-12	1	-2	0.9	-3
CC(NC(=O)c1ccc(OC2CCN(Cc3ccccn3)CC2)cc1)c1ccccc1 (stereo not given)	-2	-1	-3	1	-3	-9	-1	2	0.0	8
CCCc1cc(=O)[nH]c(SCC(=O)c2c(N)n(C3CC3)c(=O)[nH]c2=O)n1	-3	-7	-1	0	-1	-11	-1	0	-0.4	-4
CCSC1(SCC)N=C(N)C2(C#N)C(c3ccccc3)NC(C)=C(C)C12C#N (stereo not given)	-1	-26	-4	1	5	1	-2	-24	-0.2	-10
O=C(Cn1cnc2scc(-c3ccccc3)c2c1=O)N1CCOCC1	-2	2	-3	-2	-1	10	-2	-1	-0.4	1
CCCOc1ccc(C(=O)O/N=C(\CC)c2ccc(C)cc2)cc1	4	-2	-6	-2	5	-11	0	-2	-0.1	11
COc1cccc(C(=O)O/N=C(\N)CS(=O)(=O)c2ccccc2)c1	4	-7	2	-1	1	-7	1	2	-0.2	13
CCn1c(SCC(=O)NCC2CCCO2)nnc1-c1ccc(Cl)cc1 (stereo not given)	-3	1	3	6	-8	-5	2	0	0.2	2
COc1ccc(C2C(C(C)=O)=C(O)C(=O)N2c2nccs2)cc1OC (stereo not given)	5	-10	3	1	2	5	-2	-10	-0.5	0
CC1(C)Cc2c(c(-c3ccco3)[nH]c(=O)c2C#N)CO1	3	-76	-5	3	4	7	-3	-60	0.1	-2
O=C(CCN1C(=O)c2ccccc2C1=O)Nc1ccc2c(c1)OCCO2	-3	4	-7	2	-3	-2	4	1	0.8	3
CCCSc1nc(N)cc(=O)[nH]1	0	0	2	10	-2	3	2	-3	-0.3	6
COc1cccc(CNC(=O)C2CCC(CNc3c(N4CCC(C)CC4)c(=O)c3=O)CC2)c1 (stereo not given)	2	-8	4	5	-4	0	0	0	-0.1	2
Cc1cccc(NC(=O)COC(=O)CSc2ccccc2)c1C	2	-7	-3	8	0	-8	0	6	0.5	3
COc1ccc(Cl)cc1C(=O)NNC(=O)COC(=O)CC(NC(C)=O)c1ccccc1 (stereo not given)	-1	-1	-7	0	2	-9	0	2	-0.4	23
CC(O)c1cccc(-c2ccc(CN3C[C@]4(CO)O[C@@H](CO)C[C@@H]4S3(=O)=O)cc2)c1 (stereo not given in full)	8	2	-2	-3	7	10	-1	1	-0.3	-3
COc1cccc(NC(=O)c2ccccc2Oc2ccccc2)c1	6	-5	-3	-14	4	-7	4	9.8*	0.0	-6
Cc1cc(C(=O)N/N=C/c2ccc(Cl)c([N+](=O)[O-])c2)c(C)n1-c1ccc(F)cc1	-2	-2	2	-9	-1	10	-7	-2	-0.9	13
Clc1ccc(OCCSc2ncccn2)cc1	-11	2	3	0	1	1	0	1	-0.3	3
O=C(Oc1cccc2c(O)cccc12)c1ccco1	1	-9	-7	-10	3	11	-2	-2	-0.9	4
O=C(CNC(=O)[C@@H]1Cc2ccccc2CN1)Nc1ccc2c(c1)OCCO2	2	-8	4	7	-5	-2	-2	-1	-0.6	8
COc1ccc(OC)c(NC(=O)Nc2nc(CN(C)C)cs2)c1	-8	-1	1	5	-3	5	2	1	-1.0	-2
N#CC1(NC(=O)CSc2nc3ncc(Cl)cc3[nH]2)CCCCC1	1	-2	-2	-20	2	-7	3	-3	0.1	-11
O=S(=O)(c1cccs1)n1cccn1	4	-1	0	3	5	1	0	-4	-0.1	6
O=C(Nc1c(F)cccc1F)C(c1ccccc1)c1ccccc1	-5	8	4	-3	8	3	-1	-2	0.3	10
O=C(CNc1ccc(F)cc1)N/N=C/C1CC=CCC1 (stereo not given)	5	-16	-3	0	8	8	-3	-15	0.1	-9
CC12CCC3c4ccc(O)c([N+](=O)[O-])c4CCC3C1CCC2=O (stereo not given)	-6	6	-7	-5	6	4	-1	8	0.2	10
Later entries:
SMILES	Tn6 DDE FP	PLC-beta3 inh	Tn7 DDE FP	sPLA2-III inh	NR1D1 modulator	ASAP1 GAP inh	UHRF1 MBD2 ctr	PLCg1 inh	KLK7 zymogen act	ARFGAP1 inhibitor
CCCCN(CC)CCCNC(=O)c1ccc(CS(=O)(=O)c2c(Cl)cccc2Cl)o1	7	-8	-3	-8	2	5	2	0	-0.2	4
Cc1nnc(N(C)C(=O)c2ccncc2)s1	1	-7	2	7	2	10	0	-2	0.2	8
CC1CCc2cc(F)ccc2N1C(=O)CCC(=O)O (stereo not given)	10	1	-10	0	-2	-3	-2	1	0.1	-13
Cc1nc(-c2ccc(Cl)cc2)sc1C1(C)CC(c2ccc(F)cc2)=NO1 (stereo not given)	1	2	6	-2	7	2	-5	-1	0.5	-1

Compounds as they come. About 4.5% of those tested had a hit in this group.
